Assay outcomes: PubChem BioAssay, National Center for Advancing Translational Sciences (NCATS)
HCMV inh – blocks human cytomegalovirus replication; HFF cells, HCMV-luciferase reporter, 72 h; stronger effect = lower value; activity change, negative = inhibition, % at 57.5 µM; 4.5% of 410,000 active; AID 1259415; in the data active = activity change below about -60%; inconclusive = no clear call, values can overlap the other calls; inactive = above about -39%
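Cell-based, HFFs, 1000 cells/well, 16 h 37C; cpds in DMSO + HCMV-luc, MOI 1 PFU/cell; 72 h 37C; OneGlo luminescence after 5 min RT; norm. to buffer vs Salinomycin 10uM.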
AMA1-RON2 inh – inhibitors of Plasmodium falciparum AMA1-RON2 interaction. AID 720542. Potency, µM (top dose mostly 58.2 µM), for the others: at the top dose activity change, negative = inhibition, usual class: inhibitors. 0.2% of 360,000 active. AlphaScreen AMA1-biotinylated RON2 peptide binding;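 also: potency is read from the fitted curve at half-maximal effect; 0% = vehicle wells and -100% = peptide control; nearly all actives have a fitted effect of over 45% in size; some results filed as inactive show a strong effect at the top dose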
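AMA1 (3D7) with his tag at 25 nM final met compounds first, then biotinylated RON2 peptide at 25 nM; detection used donor plus acceptor beads, 10 µg/mL apiece, read by AlphaScreen after 30 min at room temperature.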
AmpC inh detg – blocks E. coli AmpC beta-lactamase in detergent assay. P00811. AmpC hydrolysis of nitrocefin, absorbance 480 nm, 0.01% Triton. Potency, µM (series often up to 114 µM), for the others: at the highest dose activity change, negative = inhibition, actives largely listed as inhibitors. 0.041% of 370,000 active. AID 485294;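 also: potency is read from the fitted curve at half-maximal effect; 0% = no-compound wells and -100% = no-enzyme wells; nearly all actives have a fitted effect of over 25% in size; some results filed as inactive show a strong effect at the top dose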
Target sequence (P00811 whole entry, looked up): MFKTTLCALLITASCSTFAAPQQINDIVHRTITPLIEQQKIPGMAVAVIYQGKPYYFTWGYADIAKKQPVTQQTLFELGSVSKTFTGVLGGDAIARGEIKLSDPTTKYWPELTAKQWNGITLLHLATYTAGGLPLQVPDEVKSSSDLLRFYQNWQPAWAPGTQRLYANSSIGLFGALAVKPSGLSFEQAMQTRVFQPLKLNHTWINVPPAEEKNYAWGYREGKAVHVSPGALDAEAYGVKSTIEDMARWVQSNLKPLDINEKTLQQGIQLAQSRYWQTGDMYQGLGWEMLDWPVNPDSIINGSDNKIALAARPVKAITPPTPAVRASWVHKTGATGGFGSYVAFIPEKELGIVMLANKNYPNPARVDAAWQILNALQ
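AmpC (5.3 nM in the dispensed reagent) in 20 mM phosphate pH 7.0 with 0.01% (detergent screen) or 0.0001% Triton X-100 was preincubated with compounds for 15 min at room temperature. Nitrocefin was then added from an 800 uM solution, and hydrolysis was followed at 480 nm.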
AmpC inh no detg – blocks E. coli AmpC beta-lactamase in detergent-free assay | 0.52% of 330,000 active | P00811 | AmpC nitrocefin hydrolysis, absorbance 480 nm, 0.0001% Triton | Potency, µM (series often up to 57.1 µM), for the others: top-dose activity change, negative = inhibition, most hits filed as inhibitors;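 also: potency is read from the fitted curve at half-maximal effect; plate controls were no compound for no effect and no enzyme for full effect; nearly all actives have a fitted effect of over 20% in size; some results filed as inactive show a strong effect at the top dose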
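20 mM phosphate pH 7.0 + 0.01% (detergent screen) or 0.0001% Triton X-100; 5.3 nM AmpC reagent; cpd preinc 15 min RT; nitrocefin (800 uM stock) to start; A480 q20 s × 4 min; Activity was normalised to no-enzyme and no-compound control wells.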
Sm TGR block – S. mansoni TGR enzyme inhibition; Q962Y6; purified TGR, DTNB reduction, TNB absorbance 405 nm; Potency, µM (titrated, usually from 114 µM), without a hit: at the highest dose activity change, negative = inhibition, actives largely listed as inhibitors; 3% of 360,000 active; AID 485364; also: potency is read from the fitted curve at half-maximal effect; nearly all actives have a fitted effect of over 60% in size
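Kinetic colorimetric format: TGR-catalysed, NADPH-driven DTNB reduction monitored via TNB absorbance. Enzyme dispensed at 20 nM; compound exposure 15 min at room temperature before reaction start.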
Giardia FBPA inh – blocks Giardia fructose-bisphosphate aldolase activity | A8B2U2 | purified Giardia FBPA | Potency, µM (series often up to 59.6 µM), inactives show at the top dose activity, negative = inhibition, usual class: inhibitors | 0.71% of 290,000 active; also: potency is read from the fitted curve at half-maximal effect; nearly all actives have a fitted effect of over 55% in size
Target sequence (A8B2U2 whole entry, looked up): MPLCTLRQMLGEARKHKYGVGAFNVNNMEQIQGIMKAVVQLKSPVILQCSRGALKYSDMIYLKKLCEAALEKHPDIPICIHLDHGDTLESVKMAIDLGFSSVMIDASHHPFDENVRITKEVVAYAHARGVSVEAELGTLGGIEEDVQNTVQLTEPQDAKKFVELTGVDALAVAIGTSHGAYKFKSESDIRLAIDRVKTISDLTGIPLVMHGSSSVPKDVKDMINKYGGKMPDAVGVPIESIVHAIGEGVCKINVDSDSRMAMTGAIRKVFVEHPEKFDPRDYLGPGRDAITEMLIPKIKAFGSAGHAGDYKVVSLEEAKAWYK
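Giardia FBPA (40 nM reagent) was preincubated 10 min at RT with compound (up to 57.5 uM final), then substrate plus GAPDH/TPI/NAD/arsenate coupling system with diaphorase/resazurin was added; resorufin fluorescence (525/598 nm) was read after 20 min.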
An asterisk follows results filed as active; ? = inconclusive; / = no result given; [ ] = dose if it differs, or a comment. Unless noted, calls follow the shape of the dose curve; as a rule, active = well fitted curve in the direction sought with a large enough effect; inconclusive = small, poorly fitted or top-dose-only effect, or another doubt; inactive = no such curve, though single readings can be large; an effect the other way counts as inactive or inconclusive. Unless noted, % is scaled to controls: 0 for no effect and ±100 for the full control effect.

Molecule	HCMV inh	AMA1-RON2 inh	AmpC inh detg	AmpC inh no detg	Sm TGR block	Giardia FBPA inh
CCOCCN1CCN(c2nnc3n2-c2ccc(Cl)cc2C(c2ccccc2Cl)=NC3)CC1	12	-14%	-4%	136%[activator]	5%	1%
CC1Cc2ccccc2N1C(=O)CSc1nc2ccccc2n1CC(=O)N1CCOCC1 (stereo unspecified)	-25	-2%	2%	49%	-21%	-10%
Cc1ccc(S(=O)(=O)CCC(=O)OCc2ccc(Cl)c(Cl)c2)cc1	-14	-1%	-13%	-25%	-18%	-6%
CN1CCN(c2ccccc2NC(=O)c2ccc(-c3cccc([N+](=O)[O-])c3)o2)CC1	31	-29%	-6%	-5%	-6%	3%
CCOc1ccc(CCNC(=O)c2cnc3sc(N4CCCC4)nn3c2=O)cc1	-24	/	6%	/	5%	/
O=C(C[n+]1cc(-c2ccccc2)n2c1CCC2)N1c2ccccc2Sc2ccccc21	-35	-5%	-1%	53%	5%	0%
CCc1ncc(C)[nH]1	32	0%	-6%	-15%	-2%	?
Clc1ccc(-c2noc(CSc3nnc(Cc4cccs4)n3-c3ccccc3)n2)cc1	25	0%	-20%	2%	7%	1%
CCOC(=O)C(O)(CC(=O)c1ccc(Cl)cc1)C(=O)OCC	16	-4%	0%	14%	?	3%
Cc1cccc(NC(=S)NNC(=O)CCn2cc(C)cn2)c1	1	76%[activator]	2%	-19%	5%	/
O=C(Nc1cccc(S(=O)(=O)NC2=NCCC2)c1)c1ccc(C(F)(F)F)cc1	-60*	-9%	/	-27%	/	/
Cc1ccc(N(CC(=O)NC(C)C)C(=O)CCC(=O)Nc2nccs2)c(C)c1	-29	-1%	0%	14%	3%	-9%
COc1ccccc1CNC(=O)C1CCN(S(=O)(=O)c2ccc3[nH]c(=O)ccc3c2)CC1	27	/	1%	/	43%[activator]	/
C/C(=N\NS(=O)(=O)c1ccc([N+](=O)[O-])cc1)c1ccc2c(c1)OCO2	16	2%	-2%	-25%	4%	-2%
CCOc1ccc2c(c1)c(=O)c(C(=O)c1ccccc1)cn2Cc1ccccc1F	-8	/	-9%	/	8%	/
Cc1cccc(N2CCN(C(=O)CCc3c(C)nc4c(c3C)c(=O)n(C)c(=O)n4C)CC2)c1C	2	/	-1%	/	1%	/
COc1ccc(C2/C=C\CC(NC(=O)OCC3c4ccccc4-c4ccccc43)CC(=O)N2Cc2ccccc2F)cc1 (stereo unspecified)	/	-7%	/	-31%	/	-3%
COc1cc(Cl)c(C)cc1NC(=O)c1ccc(S(C)(=O)=O)cc1	-39	4%	-4%	31%	0%	-7%
CC(C)c1ccc(/C=C(\c2nc3ccccc3[nH]2)S(=O)(=O)c2ccccc2)cc1	-101*	-22%	?	-50%	-1%	6%
COC(=O)c1c(C)n(-c2ccc(C)cc2)c2ccc(O)cc12	-36	-9%	1%	-24%	-9%	-10%
O=C(NCc1ccc(F)cc1)c1cc(S(=O)(=O)N2CCOCC2)ccc1F	-14	-14%	-10%	-5%	-1%	10%
CCC(C)NC(=O)C1CCN(S(=O)(=O)c2ccc3c(c2)CCCN3C(C)=O)CC1 (stereo unspecified)	4	/	5%	/	12%	/
NC(=O)C1CCCN(C(=O)c2cccc(S(=O)(=O)N(Cc3ccccc3)c3ccccc3)c2)C1 (stereo unspecified)	-12	3%[11.6 µM]	16%	320%[activator]	5%	/
COC(=O)c1c(NC(=O)CN(c2ccccc2)S(C)(=O)=O)sc2c1CCCC2	-24	-8%	-3%	-28%	5%	0%
CCOC(=O)c1ccc(N2C(=O)C(O)=C(C(C)=O)C2c2ccc(O)c(OC)c2)cc1 (stereo unspecified)	-12	5%	6%	-28%	-17%	0%
CC(=O)c1cccc(Nc2ccc3cc(S(=O)(=O)N4CCC(C)CC4)ccc3n2)c1	?	/	2%	/	10%	/
NS(=O)(=O)c1ccc(CCNC(=O)Nc2ccc(Cl)cc2)cc1	?	7%	-10%	-32%	-8%	-4%
O=C(CCc1ccccn1)N1CCCC(CNS(=O)(=O)c2cccs2)C1 (stereo unspecified)	48	13%	-4%	2%	-3%	2%
N#CC1(NC(=O)CSc2nnc3n2CCCCC3)CCCCC1	15	-6%	/	-6%	/	/
COc1ccccc1NC(=O)CS(=O)(=O)c1cn(CC(=O)N2CCOCC2)c2ccccc12	12	-1%	3%	2%	-9%	2%
CC1=C(C(=O)Nc2ccc(C)cc2C)C(c2ccccc2F)n2nc(SCC(=O)c3ccc(C)cc3)nc2N1 (stereo unspecified)	23	/	-8%	/	-13%	/
CCOC(=O)C1=C(COC(=O)COc2ccc(C#N)cc2)NC(=O)NC1C (stereo unspecified)	-9	0%	2%	-6%	-8%	/
COc1ccc(N(CC(=O)Nc2cc(OC)c(OC)cc2C(=O)O)S(=O)(=O)c2c(C)noc2C)cc1	-11	-7%	3%	-22%	4%	/
COc1ccc(Cl)cc1NC(=O)CN(c1ccccc1)S(=O)(=O)N(C)C	13	2%	0%	/	3%	14%
COC(=O)C1=C(O)/C(=C\c2ccc(O)c(OC)c2)N=C1C	8	6%	?	-18%	50µM*	?
C/C(=N\NC(=O)c1ccn[nH]1)c1cn(C)nc1C	31	-27%	-9%	29%[2.29 µM]	-1%	4%
CCCCn1c(CN2CCOCC2)nc2c1c(=O)n(C)c(=O)n2C	-20	12%	?	1%	-1%	9%
O=c1[nH]c(Cc2ccc(Cl)cc2)nc2ccccc12	-5	20%	1%	-13%	/	-3%
C=CCNc1oc(COc2ccc(C)cc2)nc1C#N	31	17%	-8%	0%	-6%	-7%
CCn1cc(C(=O)N2CCOCC2)c(=O)c2cc(S(=O)(=O)N(C)C)ccc21	9	-4%	-8%	-17%	0%	3%

Compound profiles, as listed above:
O=C(C[n+]1cc(-c2ccccc2)n2c1CCC2)N1c2ccccc2Sc2ccccc21 across the screens: HCMV inh = -35; AMA1-RON2 inh = -5%; AmpC inh detg = -1%; AmpC inh no detg = 53%; Sm TGR block = 5%; Giardia FBPA inh = 0%
O=C(Nc1cccc(S(=O)(=O)NC2=NCCC2)c1)c1ccc(C(F)(F)F)cc1 across the screens: HCMV inh = -60*; AMA1-RON2 inh = -9%; AmpC inh detg = /; AmpC inh no detg = -27%; Sm TGR block = /; Giardia FBPA inh = /

Carrying on.
Molecule	HCMV inh	AMA1-RON2 inh	AmpC inh detg	AmpC inh no detg	Sm TGR block	Giardia FBPA inh
O=C(NCCCN1CCOCC1)C(c1ccccc1)c1ccccc1	11	-4%	-6%	5%	-2%	-5%
CC(=O)c1ccc(-n2c(C)ccc2-c2ccccc2)cc1	40	-24%	?	-15%	-32%	5%
Cc1cnc(NC(=O)CSc2c(Cl)cccc2Cl)s1	-39	5%	2%	-38%	0%	0%
CCOC(=O)c1cc(-c2ccc(OC)cc2)n(CCC(=O)Nc2cccc(C)c2C)c1C	19	/	7%	/	?	/
CC1CCCC(C)N1/N=C/c1ccc(Cl)cc1 (stereo unspecified)	21	4%	1%	2%	0%	-5%
Cc1ccc(-c2cn3c(=O)cc(C)[nH]c3n2)cc1	182	2%	-10%	-10%	0%	-4%
COc1ccccc1Cn1c(SCC(=O)C(C)(C)C)nc2ccccc2c1=O	-4	/	4%	/	19%	/
O=C(CCCC(=O)OCC(F)(F)C(F)F)Nc1ccccc1F	-28	0%	-3%	-42%	-1%	2%
Cc1ccc(NC(=O)COc2ccc(/C(N)=N/O)cc2)cc1C	24	-8%	?	-22%	0%	2%
CCc1nn2c(=O)cc(COC(=O)c3ccccc3NC(=O)c3ccc(C(C)(C)C)cc3)nc2s1	?	/	16%	/	9%	/
COC(=O)c1c(NC(=O)CC2SCC(C(=O)OC)NC2=O)sc2c1CCCC2 (stereo unspecified)	1	1%	?	129%[activator]	9%[11.4 µM]	0%
COc1ccccc1NS(=O)(=O)c1cc(NC(=O)c2cccs2)ccc1N1CCOCC1	-34	12%	6%	-22%	10%	-6%
Cc1ccc(SCCc2ccc(C)nc2)cc1	-19	23%	-7%	-10%	3%	-3%
COCCNC(=O)Cc1ccc(NC(=O)N2CCCCc3ccccc32)cc1	13	/	16%	/	4%	/
O=C(Nc1ccc(N2CCOCC2)nc1)c1cccs1	48	0%	?	-15%	0%	-1%
CCN1C[C@]2(COC(=O)c3ccccc3N)CC[C@H](OC)C34[C@@H]5C[C@H]6[C@H](OC)[C@@H]5[C@](O)(C[C@@H]6OC)[C@@](O)([C@H]13)[C@@H](OC)[C@@H]42	27	-3%	-2%	113%[activator]	-18%	-9%
COc1ccccc1/C=C/C(=O)NCC(=O)N/N=C/c1ccc(C)o1	?	0%	-8%	-32%	?	-7%
COc1cccc(NC(=O)C(=O)NCCc2csc3nc(-c4ccccc4C)nn23)c1	12	/	2%	/	1%	/
CN(C(=O)C1CCC(=O)N(Cc2cccc(F)c2)C1)C1CCCCC1 (stereo unspecified)	-24	0%	-7%	107%[activator]	-8%	/
O=C1NCCOC(=O)[C@@H](Cc2ccc(F)cc2)C/C=C\C[C@@H]1CC(=O)N(CCO)Cc1ccccc1	-5	19%	/	212%[activator]	/	/
CC1CCCCC12NC(=O)N(CC(=O)Nc1ccccc1N1CCOCC1)C2=O (stereo unspecified)	-22	6%	-1%	-11%	-2%	-1%
Cc1ccc(C(=O)NNC(=O)c2ccc3c(c2)OCCO3)cc1	137	-5%	1%	-13%	2%	/
CCOC(=O)c1c(-c2cccs2)csc1NC(=O)CN1CC(C)OC(C)C1 (stereo unspecified)	-38	-13%	1%	153%[activator]	-13%	-3%
CCOC(=O)c1[nH]cnc1C(=O)Nc1ccc(Cl)cc1	-21	103%[activator]	-2%	1%	1%	-24%
COCc1ccc(C(=O)N2CCCC(C(=O)c3cc(F)ccc3F)C2)s1 (stereo unspecified)	-20	6%	0%	-9%	6%	6%
Cc1cc(/C=C2\C(=N)N3N=C(c4ccco4)SC3=NC2=O)c(C)n1Cc1ccccc1	57	1%	-2%	-39%	?	3%
COc1ccc(Cl)cc1NC(=O)c1ccco1	-5	-2%	0%	-18%	0%	-5%
Cc1cccc(CNc2ccc(C(CC(N)=O)NC(=O)c3cccc(Br)c3)cc2[N+](=O)[O-])c1 (stereo unspecified)	1	-1%	3%	-57%	-29%	0%
COc1ccc(CN2C(=O)NC3(CCCCCC3)C2=O)cc1F	-17	0%	-20%	-17%	1%	0%
N#CCC(CNc1ncc(C(F)(F)F)cc1Cl)OC(=O)c1ccc(Cl)cc1 (stereo unspecified)	-62*	17%	-5%	83%[activator]	10%	-1%
CCn1c(=NC(=O)c2ccc(N3C(=O)CCC3=O)cc2)sc2c(OC)ccc(OC)c21	-8	-1%	-13%	66%[activator]	0%	-6%
